NS3 helicase inh: HCV NS3 helicase inhibition; NS3 helicase DNA unwinding, Cy5 molecular beacon fluorescence; inhibition, % at 10.9 µM; AID 1800; actives 0.56% (n = 290,000);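 active = inhibition above the mean of all tested compounds plus 3 SD, set per campaign, cut at about 35% in these data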;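 note: 0% = DMSO wells and 100% = thioflavine S control wells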
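Assay system – hepatitis C virus NS3 helicase domain fragment enzyme · Buffer or medium – MOPS pH 6.5, MgCl2, DTT, Tween20, BSA · Reagent – Cy5/quencher beacon DNA duplex and ATP to start · Compound – single 10.9 µM dose · Timing – 1 h at 25 °C · Technique – Cy5 beacon fluorescence read at start and 1 h · Measure – % inhibition of unwinding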
V1aR counter: activates human V1a receptor in oxytocin agonist counter-screen; P37288; CHO-V1R cells, Fluo-8 calcium fluorescence, agonist mode; 0% DMSO, 100% 3 nM vasopressin; activation, % at 3 µM; actives 0.25% (n = 320,000); AID 2797;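 active = activation above the mean activation of all tested compounds plus 3 SD, per screening run, cut at about 20% in these data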;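 note: signal is peak over basal fluorescence ratio across a 100 second FLIPR read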
OXTR agonist: activates the human oxytocin receptor | CHO-OTR cells, Fluo-8 calcium fluorescence; normalized: DMSO 0%, oxytocin 100% | activation, % at 3 µM | actives 0.32% (n = 320,000) | AID 2435;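 active = activation above the mean of all tested compounds plus 3 SD, cutoff set per screening run, cut at about 20% in these data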;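 note: peak over basal fluorescence ratio from a 100 s FLIPR kinetic read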
Target sequence (P30559 whole entry, looked up): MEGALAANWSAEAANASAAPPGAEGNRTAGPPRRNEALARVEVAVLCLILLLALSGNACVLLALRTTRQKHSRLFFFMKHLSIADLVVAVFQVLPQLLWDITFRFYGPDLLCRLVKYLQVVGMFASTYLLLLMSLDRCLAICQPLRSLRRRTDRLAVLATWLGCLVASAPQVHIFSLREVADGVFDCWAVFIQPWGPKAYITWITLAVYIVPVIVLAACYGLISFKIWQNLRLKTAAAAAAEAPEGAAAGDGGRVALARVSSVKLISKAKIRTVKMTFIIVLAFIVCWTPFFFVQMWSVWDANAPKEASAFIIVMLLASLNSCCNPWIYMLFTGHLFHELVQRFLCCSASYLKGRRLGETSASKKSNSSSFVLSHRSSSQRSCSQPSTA
GalR3 antagonist: antagonists of human GalR3; O60755; HEK293 GalR3-CNG cAMP membrane potential fluorescence; galR3 body fused to GalR1 C-terminus; inhibition, % at 3 µM; actives 0.44% (n = 360,000); AID 651719;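 active = inhibition above the screen-wide average plus 3 SD, cut at about 13% in these data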;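 note: forskolin and galanin both at EC90 stimulate the cells; cAMP rise reported by CNG channel membrane potential dye signal; 0% = forskolin plus galanin with DMSO and 100% = forskolin alone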
Target sequence (O60755 1-299 limits assumed): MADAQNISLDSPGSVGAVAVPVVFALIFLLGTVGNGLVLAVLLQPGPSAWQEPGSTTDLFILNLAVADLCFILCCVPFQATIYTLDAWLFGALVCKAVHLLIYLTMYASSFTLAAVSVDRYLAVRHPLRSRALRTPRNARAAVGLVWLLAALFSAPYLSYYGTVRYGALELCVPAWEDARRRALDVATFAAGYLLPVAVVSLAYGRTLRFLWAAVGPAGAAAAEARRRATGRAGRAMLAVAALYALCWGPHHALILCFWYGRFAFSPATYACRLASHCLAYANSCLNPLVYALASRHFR
IMP-1 inh: inhibitors of Pseudomonas aeruginosa IMP-1 metallo-beta-lactamase. purified IMP-1, nitrocefin hydrolysis, epi-absorbance fluorescence. inhibition, % at 5.6 µM. actives 0.45% (n = 290,000);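 active = inhibition above the mean plus 3 SD of all compounds in the same screening run, cut at about 4.5% in these data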;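 note: 0% = IMP-1 with DMSO and 100% = DMSO wells lacking enzyme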
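system = purified recombinant IMP-1 beta-lactamase | amount = 0.2 nM IMP-1, as dispensed | medium = HEPES buffer pH 7.1 with ZnSO4 and Brij 35 | times = 25 °C, 15 min preincubation, 25 min reaction | detection = plate fluorescence quenching by hydrolysis product, ex 480/em 530 nm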
PHOSPHO1 block: blocks human PHOSPHO1 phosphatase activity. inhibition, % at 13.3 µM. Q8TCT1. recombinant PHOSPHO1, absorbance phosphatase assay. actives 1.1% (n = 290,000). AID 1565; in the data active = inhibition above about 60%
Target sequence (Q8TCT1 whole entry, looked up): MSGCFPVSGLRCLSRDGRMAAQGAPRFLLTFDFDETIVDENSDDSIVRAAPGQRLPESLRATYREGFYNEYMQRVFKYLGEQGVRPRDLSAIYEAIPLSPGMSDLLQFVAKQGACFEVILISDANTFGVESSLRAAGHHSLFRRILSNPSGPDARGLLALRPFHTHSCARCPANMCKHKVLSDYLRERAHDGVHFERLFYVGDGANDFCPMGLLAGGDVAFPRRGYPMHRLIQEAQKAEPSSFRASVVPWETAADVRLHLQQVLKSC
DNA FID counter: fluorescent intercalator displacement, NS3 helicase counter-screen | DNA fluorescent intercalator displacement, fluorescence | inhibition, % at 7.9 µM | actives 0.17% (n = 290,000); in the data active = inhibition above about 37%;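 note: 0% = vehicle and 100% = reference compound; higher means more ethidium bromide displaced from hairpin DNA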
GPR7 antagonist: antagonists of human GPR7 (neuropeptides B/W receptor 1). AID 1861. inhibition, % at 4.4 µM. GPR7-expressing cells, fluorescence antagonist assay. actives 1.1% (n = 290,000); in the data active = inhibition above about 16%, passing the limit was not always enough;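 note: cells stimulated with the agonist NPW; 0% = agonist with vehicle and 100% = vehicle without agonist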
VIM-2 inh: blocks Pseudomonas aeruginosa VIM-2 metallo-beta-lactamase. purified VIM-2, nitrocefin hydrolysis, epi-absorbance fluorescence. inhibition, % at 5.6 µM. actives 0.89% (n = 290,000);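 active = inhibition above the mean of all tested compounds plus 3 SD, cutoff set per screening run, cut at about 7.5% in these data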;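 note: red hydrolysis product quenches plate fluorescence so inhibitors raise well fluorescence; 0% = enzyme with DMSO and 100% = DMSO without enzyme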
* = called active by the depositor; · = no result given.

1	CN1CCN(C(=S)Nc2cc([N+](=O)[O-])ccc2Cl)CC1
2	Cc1ccc(-n2nnnc2C(Cl)c2nnnn2-c2ccc(C)cc2)cc1
3	CCCCc1nnc(NC(=O)CCc2ccccc2)s1
4	CC(=O)Nc1ccc(NC(=O)Cc2sc(C)nc2-c2ccc(C)cc2)cc1
5	O=C1CC(c2ccco2)CC2=C1C(c1ccccc1)n1nc(C(F)(F)F)nc1N2 (stereo not given)
6	C=C1C(C(=O)Nc2ccc(F)cc2)C1C(=O)Nc1ccc(F)cc1 (stereo not given)
7	CCOc1cc(/C=C(\C#N)C(=O)Nc2ccc(S(N)(=O)=O)cc2)ccc1OCCN1CCOCC1
8	CCOC(=O)Cc1csc(N)n1
Compound | 1 | 2 | 3 | 4 | 5 | 6 | 7 | 8
NS3 helicase inh | 16 | -5 | 3 | 7 | 0 | 1 | -5 | -2
V1aR counter | 1.5 | · | · | 0.0 | 5.1 | 0.3 | 0.5 | -0.3
OXTR agonist | 2.5 | · | · | -1.8 | -1.1 | 0.0 | 0.7 | 0.9
GalR3 antagonist | 1 | -7 | -9 | 0 | -4 | -2 | -3 | -5
IMP-1 inh | 1.3 | -2.0 | -2.0 | -2.8 | -2.8 | -1.9 | -1.2 | -4.5
PHOSPHO1 block | -4 | -3 | -33 | 4 | 4 | 28 | 24 | -12
DNA FID counter | 12 | -9 | -13 | -4 | -15 | -4 | -6 | 2
GPR7 antagonist | 15 | -10 | -14 | -6 | -8 | -2 | -7 | -5
VIM-2 inh | 0.4 | -5.8 | -2.1 | -3.2 | -2.2 | -1.3 | 2.0 | -2.6

9	COc1cccc(NS(=O)(=O)c2ccc3[nH]cc(C(=O)NC4CC4)c(=O)c3c2)c1
10	COCCCNS(=O)(=O)c1ccc2[nH]c(=O)[nH]c2c1
11	CCOC(=O)C(NC(C)=O)(OCc1ccccc1)C(F)(F)F (stereo not given)
12	Cc1cc(C)nc(NN2C(=O)/C(=C/c3ccc(O)cc3)SC2=S)n1
13	CC1CCN(C(=O)CN2C(=O)C(C)(C)Oc3ccc(C(=O)NC(C)C)cc32)CC1
14	COc1ccc(C(=O)NNC(=S)NC(=O)c2cccs2)cc1
15	O=C(CC12CC3CC(CC(Br)(C3)C1)C2)OCCN1CCCCC1
16	C/C=C\C=C\C(=O)N1CC2(CC(c3cccc(NC(=O)COc4ccc(Cl)cc4)c3)=NO2)C[C@H]1C(N)=O (stereo not given in full)
Compound | 9 | 10 | 11 | 12 | 13 | 14 | 15 | 16
NS3 helicase inh | -2 | -12 | 6 | 10 | -4 | 8 | 3 | ·
V1aR counter | · | -0.3 | 0.1 | 11 | 0.5 | 9.4 | 0.4 | -0.7
OXTR agonist | · | -0.3 | -1.7 | 12 | -0.2 | 13 | 0.2 | -1.7
GalR3 antagonist | -4 | -5 | -6 | · | -7 | -7 | -5 | 0
IMP-1 inh | -1.8 | -1.6 | -2.0 | 0.4 | -3.2 | -4.4 | -2.9 | ·
PHOSPHO1 block | 7 | 8 | -6 | -72 | 20 | -69 | 4 | 31
DNA FID counter | 26 | 2 | 0 | 1 | -29 | -13 | 3 | ·
GPR7 antagonist | 9 | 5 | -5 | -13 | -10 | -1 | -5 | ·
VIM-2 inh | 1.4 | -1.3 | -3.8 | 7.5 | -1.6 | -5.8 | -0.4 | ·

Part of the list above in order of molecular weight, smallest number first.
8	CCOC(=O)Cc1csc(N)n1
10	COCCCNS(=O)(=O)c1ccc2[nH]c(=O)[nH]c2c1
11	CCOC(=O)C(NC(C)=O)(OCc1ccccc1)C(F)(F)F (stereo not given)
6	C=C1C(C(=O)Nc2ccc(F)cc2)C1C(=O)Nc1ccc(F)cc1 (stereo not given)
12	Cc1cc(C)nc(NN2C(=O)/C(=C/c3ccc(O)cc3)SC2=S)n1
5	O=C1CC(c2ccco2)CC2=C1C(c1ccccc1)n1nc(C(F)(F)F)nc1N2 (stereo not given)
9	COc1cccc(NS(=O)(=O)c2ccc3[nH]cc(C(=O)NC4CC4)c(=O)c3c2)c1
7	CCOc1cc(/C=C(\C#N)C(=O)Nc2ccc(S(N)(=O)=O)cc2)ccc1OCCN1CCOCC1
16	C/C=C\C=C\C(=O)N1CC2(CC(c3cccc(NC(=O)COc4ccc(Cl)cc4)c3)=NO2)C[C@H]1C(N)=O (stereo not given in full)
Compound | 8 | 10 | 11 | 6 | 12 | 5 | 9 | 7 | 16
NS3 helicase inh | -2 | -12 | 6 | 1 | 10 | 0 | -2 | -5 | ·
V1aR counter | -0.3 | -0.3 | 0.1 | 0.3 | 11 | 5.1 | · | 0.5 | -0.7
OXTR agonist | 0.9 | -0.3 | -1.7 | 0.0 | 12 | -1.1 | · | 0.7 | -1.7
GalR3 antagonist | -5 | -5 | -6 | -2 | · | -4 | -4 | -3 | 0
IMP-1 inh | -4.5 | -1.6 | -2.0 | -1.9 | 0.4 | -2.8 | -1.8 | -1.2 | ·
PHOSPHO1 block | -12 | 8 | -6 | 28 | -72 | 4 | 7 | 24 | 31
DNA FID counter | 2 | 2 | 0 | -4 | 1 | -15 | 26 | -6 | ·
GPR7 antagonist | -5 | 5 | -5 | -2 | -13 | -8 | 9 | -7 | ·
VIM-2 inh | -2.6 | -1.3 | -3.8 | -1.3 | 7.5 | -2.2 | 1.4 | 2.0 | ·

Other entries.
17	COc1ccc(C(CNC(=O)c2ccc(S(=O)(=O)N3CCOCC3)cc2)N2CCCCC2)cc1 (stereo not given)
18	Cn1nnnc1SCCNCc1ccccc1OCc1ccccc1Cl
19	COc1ccc(N2CCN(C(=O)CCc3ccc(S(=O)(=O)NC(C)C)cc3)CC2)cc1
20	Cc1ccc(S(=O)(=O)N2CCCC2)cc1C(=O)N1CCC(C)CC1
21	Cc1ccc(NC(=O)c2cccc(S(C)(=O)=O)c2)cc1
22	CCOC(=O)N1CCN(Cc2nc(N)nc(Nc3ccccc3C)n2)CC1
23	CC(=O)c1ccc(Nc2nc3ccc(C)cc3n3cnnc23)cc1
24	COc1ccccc1CNC(=O)CCSCc1cccc(Cl)c1
Compound | 17 | 18 | 19 | 20 | 21 | 22 | 23 | 24
NS3 helicase inh | 5 | -5 | 8 | 5 | -8 | -1 | -11 | -4
V1aR counter | 0.8 | 12 | 2.7 | 0.7 | 2.9 | 0.3 | 0.3 | -0.2
OXTR agonist | 0.3 | 10.0 | 3.0 | 0.4 | 0.8 | 0.2 | -1.1 | -1.8
GalR3 antagonist | -2 | -5 | -5 | -1 | 0 | · | -6 | -3
IMP-1 inh | -1.3 | -0.8 | -1.4 | 0.1 | -3.1 | -2.9 | -0.2 | -1.5
PHOSPHO1 block | · | 42 | -18 | -14 | 37 | 19 | 20 | -1
DNA FID counter | 6 | 17 | -12 | -24 | 12 | -11 | -18 | -18
GPR7 antagonist | 2 | 6 | -13 | -5 | 4 | -2 | 0 | 7
VIM-2 inh | -1.6 | 0.1 | -2.9 | 0.3 | 1.4 | -1.3 | 1.1 | -0.5

25	COC(=O)C(Cc1ccccc1)NC(=O)CSc1nc(C)cc(=O)[nH]1 (stereo not given)
26	CC(C)=N/N=C1\NC(=O)C(C)S1 (stereo not given)
27	Cc1ccc(-c2cc(C(=O)NCc3ccco3)c3ccccc3n2)o1
28	O=c1[nH]c2c(s1)C(c1ccc(O)cc1)C1C3CCC(C3)C1S2 (stereo not given)
29	Cc1ccc(-c2c(C#N)c(N)n(-c3ccc(C)cc3)c(=O)c2C#N)cc1
30	N=C1/C(=C\c2ccc(-c3cccc(Cl)c3)o2)C(=O)N=C2SC=C(c3ccccc3)N12
31	COc1cc(C(C)=O)ccc1OCC(=O)OCCCOC(=O)COc1ccc(C(C)=O)cc1OC
32	CC(C)CN1CCC(C(=O)N2CCN(c3ccccc3F)CC2)CC1
Compound | 25 | 26 | 27 | 28 | 29 | 30 | 31 | 32
NS3 helicase inh | -7 | -5 | 22 | 21 | 4 | 46* | -4 | 8
V1aR counter | 0.3 | -1.3 | -1.5 | -0.8 | 9.1 | -1.6 | -0.1 | 0.4
OXTR agonist | 0.3 | 0.0 | -1.5 | -0.2 | 10 | -1.3 | 0.6 | 0.3
GalR3 antagonist | 3 | -7 | 1 | -4 | -4 | -1 | 0 | 0
IMP-1 inh | -1.8 | -3.4 | -0.9 | -0.6 | 0.9 | 1.6 | -3.2 | -2.5
PHOSPHO1 block | 1 | 34 | -20 | -22 | -1 | -4 | 24 | 30
DNA FID counter | 2 | -8 | -11 | -11 | -5 | -8 | -40 | 5
GPR7 antagonist | -4 | -11 | -7 | -9 | 2 | 4 | -11 | -7
VIM-2 inh | -2.5 | -5.0 | -0.6 | 4.0 | -1.1 | -0.6 | -2.3 | -2.8

33	O=C(O)C1CCCN1S(=O)(=O)c1ccc(F)cc1 (stereo not given)
34	Cc1onc(-c2c(F)cccc2Cl)c1C(=O)N1CCN(S(C)(=O)=O)CC1
35	Cc1cccc(CSCCNC(=O)CN(c2cc(C)cc(C)c2)S(C)(=O)=O)c1
36	COc1ccc(NC(=O)CC2(CC(=O)O)CCCC2)cc1
37	Cc1cc(NC(=O)C(=O)c2c(C)[nH]c3ccccc23)no1
38	COc1cc(NS(=O)(=O)c2ccc(N)cc2)ncn1
39	CCOn1c(-n2nc(C)cc2C)nc2ccccc2c1=O
40	CCOc1ccc(/C=C2\SC(=S)N(NS(=O)(=O)c3ccccc3)C2=O)cc1OC
Compound | 33 | 34 | 35 | 36 | 37 | 38 | 39 | 40
NS3 helicase inh | -5 | -1 | -8 | -4 | -12 | -11 | 1 | 42*
V1aR counter | -0.4 | 0.0 | -0.4 | -0.3 | 0.8 | 0.7 | 0.4 | 0.1
OXTR agonist | 0.6 | -0.5 | 0.4 | -0.2 | 0.9 | -0.3 | 1.2 | -0.4
GalR3 antagonist | -7 | -7 | -4 | -8 | -3 | · | -1 | 3
IMP-1 inh | -1.6 | -1.8 | -1.0 | -1.4 | -1.3 | 0.7 | -1.3 | -0.6
PHOSPHO1 block | 1 | -7 | 16 | 33 | 2 | 7 | -6 | 24
DNA FID counter | 0 | -1 | -38 | -2 | 0 | 3 | -2 | -26
GPR7 antagonist | -20 | -12 | -1 | -2 | -9 | -9 | -12 | -2
VIM-2 inh | 0.6 | 0.6 | 0.0 | -2.6 | -1.6 | -0.1 | -3.7 | 0.2

41	COc1ccc(SCc2noc(C(=O)NCC3CCCO3)c2C(=O)O)cc1 (stereo not given)
42	COc1ccc(NC(=O)N2CCCC2C(=O)Nc2ccccc2)cc1 (stereo not given)
43	CCOC(=O)C1(CCOc2ccccc2)CCN(Cc2cccc3nonc23)CC1
44	Cc1ccc(C(=O)OCC(=O)N(C)c2ccccc2)c(C)c1
45	Cc1ccc(C)c(N2CN(Cc3ccco3)CNC2=S)c1
Compound | 41 | 42 | 43 | 44 | 45
NS3 helicase inh | 0 | 10 | -17 | 9 | -11
V1aR counter | 1.1 | -0.1 | -0.3 | -1.4 | -0.5
OXTR agonist | -0.1 | 1.1 | -0.4 | 0.4 | -1.1
GalR3 antagonist | 1 | -2 | -5 | -7 | 0
IMP-1 inh | -3.0 | -2.2 | -2.5 | -3.6 | -2.5
PHOSPHO1 block | 29 | 34 | 60* | 13 | -4
DNA FID counter | -22 | 5 | 0 | -38 | -5
GPR7 antagonist | -13 | -11 | 4 | -7 | -2
VIM-2 inh | -4.1 | -3.9 | -5.8 | -3.7 | 2.3

Screening data from PubChem.
